PglD DTNB – blocks C. jejuni PglD acetyltransferase activity; hit rate 0.098% among 360,000; purified PglD enzyme, DTNB colorimetric CoA detection; inhibition, % at 12.5 µM; AID 602405; in the data active means inhibition above about 16%, passing the limit was not always enough; inconclusive means no clear call, values can overlap the other calls; further: strong numbers were not always called active
DENV2 CPE – inhibitors of DENV2 cytopathic effect | DENV2-infected cells, cytopathic effect rescue, plate reader | CPE inhibition, % at 9.99 µM | hit rate 1.7% among 350,000 | AID 651640; in the data active means CPE inhibition above about 20%, passing the limit was not always enough; inconclusive means no clear call, values can overlap the other calls; tested in BHK-21 cells;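 further: 0% = median of neutral control wells and 100% = median of positive control wells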
E-sel inducer – E-selectin induction on HUVECs; P16581; HUVEC E-selectin immunofluorescence imaging; normalized: neutral wells 0, TNF-alpha wells 100; activation, % at 7.58 µM; hit rate 0.37% among 260,000; AID 686992;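 active means mean E-selectin-positive cell signal at least 10% of the positive control, reached in at least 60% of replicates, without over 20% cell loss; inconclusive means no rule given, readout overlaps actives, possibly toxicity-flagged; inactive means the rest, including those meeting only one limit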;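 further: in these data hits start at about 27%; measured in HUVEC primary endothelial cells; signal is the percent of cells scored E-selectin positive by PE staining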
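System: HUVEC, human umbilical vein endothelial cells; quantity: 3,000 cells/well; buffer or medium: EGM-2 medium, gelatin-coated wells; dosing: single-point compound dose; detection: immunofluorescence imaging; evaluation: % PE-positive cells; benchmarks: TNF-alpha, DMSO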
SIRT5 inh – inhibitors of human sirtuin-5 desuccinylase. Purified SirT5, succinyl-peptide AMC, trypsin-coupled fluorescence. inhibition, % at 15 µM. hit rate 1.1% among 330,000. AID 652115; in the data active means inhibition above about 15%; inconclusive means no clear call, values can overlap the other calls
Target sequence (Q9NXA8 whole entry, looked up): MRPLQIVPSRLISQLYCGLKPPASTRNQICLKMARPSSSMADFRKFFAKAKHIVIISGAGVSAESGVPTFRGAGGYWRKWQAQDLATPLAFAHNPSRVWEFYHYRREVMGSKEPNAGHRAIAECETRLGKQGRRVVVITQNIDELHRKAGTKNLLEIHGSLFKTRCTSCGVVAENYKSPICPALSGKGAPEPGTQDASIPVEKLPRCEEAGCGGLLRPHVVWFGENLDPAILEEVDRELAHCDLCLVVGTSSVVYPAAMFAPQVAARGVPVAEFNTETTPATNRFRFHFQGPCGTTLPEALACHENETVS
ERp5 block – blocks human ERp5 reductase activity on insulin. hit rate 0.05% among 350,000. inhibition, % at 9.99 µM. Q15084. ERp5 insulin aggregation, absorbance 650 nm, 90 min. AID 651711;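 active means mean replicate inhibition above about 25%, with every replicate also reaching it, limit read from the data, passing the limit was not always enough; inconclusive means only one of those two criteria met; inactive means neither criterion met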
Target sequence (Q15084 whole entry, looked up): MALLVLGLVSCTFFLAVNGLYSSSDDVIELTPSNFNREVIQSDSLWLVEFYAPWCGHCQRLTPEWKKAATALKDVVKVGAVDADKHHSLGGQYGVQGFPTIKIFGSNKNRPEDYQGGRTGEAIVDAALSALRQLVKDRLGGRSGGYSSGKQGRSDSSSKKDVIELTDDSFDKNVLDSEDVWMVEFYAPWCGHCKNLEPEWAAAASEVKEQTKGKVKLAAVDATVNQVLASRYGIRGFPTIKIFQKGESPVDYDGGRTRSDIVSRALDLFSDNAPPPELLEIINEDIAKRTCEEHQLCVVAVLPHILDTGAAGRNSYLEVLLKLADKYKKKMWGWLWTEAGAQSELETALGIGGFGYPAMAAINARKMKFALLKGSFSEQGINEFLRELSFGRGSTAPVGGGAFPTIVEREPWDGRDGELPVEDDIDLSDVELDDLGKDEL
S100A4 inh HTS – inhibitors of human S100A4 binding to myosin IIA peptide; P26447; hit rate 0.14% among 360,000; S100A4/TAMRA-MyoIIA peptide fluorescence polarization; inhibition, % at 10.7 µM;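 active means mean inhibition of at least 70% across replicates, with every replicate also reaching that level; inconclusive means mean inhibition reaches 70% but some replicates fall short; inactive means mean inhibition below 70%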
Target sequence (P26447 whole entry, looked up): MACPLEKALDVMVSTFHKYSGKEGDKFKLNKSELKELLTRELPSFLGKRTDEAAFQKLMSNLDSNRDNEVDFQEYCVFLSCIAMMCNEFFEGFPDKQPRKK
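Assay system: human S100A4 monomer with TAMRA-labelled myosin IIA peptide / Buffer or medium: Calcium-containing HEPES buffer, pH 7.2 / Reagent: TAMRA-labelled myosin IIA heavy-chain peptide probe, 5 nM / Compound: one dose per compound / Timing: polarization read 5 min after assay mix addition, stable 5–60 min / Benchmarks: neutral control DMSO, positive control TFP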
Statin myotox sup – suppressors of simvastatin-induced myotoxicity in C2C12 myotubes; ATP luminescence, 48 h; scaled: DMSO 0, geranylgeraniol control 100; rescue of ATP level, % at 7.49 µM; hit rate 0.78% among 330,000; AID 602340;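 active means mean ATP rescue above about 67%, or every replicate alone reaching that limit, limit read from the data, passing the limit was not always enough; inconclusive means no clear call, values can overlap the other calls; inactive means mean under the limit and some replicate under it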;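 further: myotubes were challenged with 10 µM simvastatin during compound exposure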
Numbers without * were called inactive; ? = inconclusive; · = not tested or not shown; & = joins results of further samples.

SMILES	PglD DTNB	DENV2 CPE	E-sel inducer	SIRT5 inh	ERp5 block	S100A4 inh HTS	Statin myotox sup
C/C(=N\Nc1ccccc1[N+](=O)[O-])c1ccc(N2CCOCC2)cc1	·	1	0.8	-2	-1	0	·
CC1CN(C(=O)CCC(=O)NCc2ccccc2)c2cc(Cl)ccc2O1 (centres undefined)	-5	3	0.2	0	1	-5	9
FC(F)(F)c1cccc(NC(=S)N2CCN(c3ccccn3)CC2)c1	·	-11	·	-3	0	2	·
CCCNC(=O)N1CC2(C1)[C@H](c1ccccc1)[C@@H](CO)N2C(=O)CC1CC1	·	18	0.1	-2	-2	7	·
Cn1c(=O)c2c(ncn2CCCC(=N)N2CCOCC2)n(C)c1=O	·	0	·	-2	10	2	·
CCC(=O)N(C)C[C@@H]1Oc2ncc(C#Cc3ccccc3OC)cc2C(=O)N([C@@H](C)CO)C[C@@H]1C	3	-13	0.0	0	-3	1	22
O=C1CC(c2ccccc2)(c2ccccc2)c2ccccc21	·	?	-0.1	-1	13	-2	-5
COc1ccc(Cl)cc1S(=O)(=O)Nc1ccc(Cl)cn1	·	-4	17	-1	1	-4	·
COc1ccc(N2CCN(C(=O)c3cccc(S(=O)(=O)N4CCOCC4)c3)CC2)cc1	-5	-8	-2.3	0	-1	-1	2
C[C@@H]1CN([C@H](C)CO)C(=O)Cc2cc(NC(=O)CCCCCC(=O)Nc3ccccc3N)ccc2O[C@H]1CN(C)C(=O)Nc1ccccc1	-43	-2	-0.3	7	1	-1	-17
CCOc1ccc(S(=O)(=O)NCCC(=O)OCC(=O)N2CC(=O)Nc3ccccc32)cc1	2	-2	0.0	-5	1	-1	0
CC(C)NC(=O)N(C)C[C@H]1Oc2ccc(NC(=O)Cc3ccccc3)cc2CC(=O)N([C@H](C)CO)C[C@H]1C	0	-7	0.0	-1	1	-6	1
C=CCOc1ccc2c(c1)c(=O)cc(C(=O)O)n2CC	2	1	·	-3	-1	-4	1
CC(C)(C)c1[nH]nc2c1C(c1ccco1)C(C#N)=C(N)O2 (centres undefined)	·	-6	·	1	-5	-4	·
CO[C@H]1CC[C@@H]2CCN(C)C(=O)C[C@H](c3ccccc3)CN(C)C(=O)c3cccc(C#N)c3OC[C@@H]1O2	0	-2	-0.1	0	10	11	-4
Cc1c(CN2CCCC(C(=O)Nc3cccc(-n4cccn4)c3)C2)cnn1C (centres undefined)	4	-3	·	-4	-2	0	-10
CN(C)C(=O)c1ccc(-c2ccc([C@@H]3[C@H](C#N)N(C(=O)C4CCC4)[C@H]3CO)cc2)cc1	4	12	2.4	-2	3	-6	-3
O=C(C[C@@H]1CC[C@@H]2[C@H](COC[C@H](O)CN2Cc2ccc3c(c2)OCO3)O1)Nc1ccc(-c2ccccc2)cc1	1	3	-0.2	15*	-4	-5	19
O=C(CSc1nc(C(F)(F)F)cc(=O)[nH]1)N1CCCCCC1	2	-2	-2.7	-7	1	-4	-3
COc1cc(/C=C2/SC(=Nc3ccc(O)cc3)NC2=O)ccc1O	·	8	·	-1	-12	12	·
COc1ccc(OC)c(NC(=O)c2cc(-c3cc(C)c(C)cc3O)n[nH]2)c1	-5	0	·	-7	1	0	-2
Cc1cc(C)c(C)c(OCC(=O)O/N=C(\N)c2ccncc2)c1	1	4	0.0	1	1	3	-1
COC(=O)C(=C/C=C/c1ccco1)C(=O)OC	3	-3	·	-6	3	-16	3
O=C(C[C@@H]1C/C=C\CCC(=O)OC[C@@H]2CCCN2C1=O)N[C@@H](CO)Cc1ccccc1	-1	-3	-0.1	·	-1	-3	-1
C=C(C)c1cccc(C(C)(C)NC(=O)NC(c2ccccc2)c2ccc(OC)cc2)c1 (centres undefined)	·	4	0.4	4	-5	1	·
CC1=CCC[C@H]2[C@H](C1)C(=O)C[C@@H](C)[C@]2(C)CC/C(=C/CO)CO	4	24*	·	0	-5	-15	-1
Cc1cccc(Nc2c([N+](=O)[O-])ccc3nonc23)c1	·	-7	-0.1	1	-1	0	9
O=C(NNC(=O)c1cccc2ccccc12)c1cccc(Br)c1	8	8	-0.2	0	-4	-4	-5
CCOc1ccc(/C=C2\SC(=S)N(NS(=O)(=O)c3ccccc3)C2=O)cc1OC	·	0	2.0	3	-4	5	·
Cc1cc2oc3c(c(=O)c2cc1C)C(c1ccc(F)cc1)N(CCCN1CCOCC1)C3=O (centres undefined)	2	?	0.2	0	1	-4	-3
CCOC(=O)c1c(NC(=O)COC(=O)c2ccc(S(=O)(=O)C(F)F)cc2)sc(C(=O)N(C)C)c1C	-4	3	0.0	-4	2	-1	-7
O=[N+]([O-])c1cccc(/C=C/CO)c1	-1	-1	·	3	2	-11	·
CCS(=O)CC(=O)Nc1c(-c2ccccc2)oc2ccccc2c1=O (centres undefined)	0	12	0.0	-1	2	5	·
COc1cc(CN2[C@@H]3CNC[C@H]2C3c2ccc(-c3ccccc3)cc2)cc(OC)c1 (some centres undefined)	·	2&-2	0.1&-0.1	12&9	1&2	-59&-17	·
N#Cc1ccccc1NC(=O)COC(=O)c1ccc(F)cc1F	1	-7	1.0	1	2	4	10
Cc1cccc(-c2ccc([C@H]3[C@H](CO)N4CCCCN(Cc5cncnc5)C[C@@H]34)cc2)c1	-5	8	0.2	-6	-5	6	26
CC(=O)OCC(=O)C1(O)CCC2C3CCC4C(OC(C)=O)C(=O)CCC4(C)C3C(=O)CC21C (centres undefined)	8	-1	·	-1	-1	1	0
O=C(CCC1CCCN(C(=O)c2ccoc2)C1)NCc1ccccc1F (centres undefined)	2	1	-1.2	-4	1	9	-3
O=C(Cc1ccc(S(=O)(=O)N2CCOCC2)s1)N1CCN(S(=O)(=O)c2ccccc2F)CC1	0	6	-0.6	-2	0	-4	-1
O=C(Nc1ccccc1F)c1cc(S(=O)(=O)N2CCOCC2)cs1	-4	10	-0.3	-3	1	-1	·
CNC(=O)NC(=O)C(C)OC(=O)CCCc1nc2ccccc2s1 (centres undefined)	·	·	1.1	3	4	5	4
CC1(C)C=C2[C@H]3CC[C@@H]4[C@@]5(C)CCC(=O)C(C)(C)[C@@H]5CC[C@@]4(C)[C@]3(C)CC[C@@]2(C(=O)O)CC1	5	·	-0.1	1	-3	-5	-22
COc1ccccc1NC(=O)Nc1ccc2c(c1)C(=O)N(C)C[C@H](OC)[C@@H](C)CN(C)[C@@H](C)CO2	3	0	0.1	6	9	9	-8
CCC(CC)CN1CCC(CN2C(=O)C(=O)NC[C@@H]2[C@@H](C)CC)CC1	-2	-14	-1.1	-3	2	-6	2
COc1ccc2c3c([nH]c2c1)[C@@H](CO)N(C(=O)c1ccccc1)CC31CN(C(=O)c2cccc(F)c2)C1	·	17	-0.1	2	4	1	·
C[C@@H]1CN([C@@H](C)CO)C(=O)c2cccc(NC(=O)c3ccc(-c4nccs4)cc3)c2O[C@H]1CN(C)C(=O)Nc1ccc(F)cc1	-1	3	2.9	1	-19	9	-23
C[C@H](CO)N1C[C@H](C)[C@H](CN(C)Cc2ccc(-c3ccccc3)cc2)OCc2ccccc2-c2ccccc2C1=O	·	5	-0.1	19*	1	0	·
COc1cc(/C=C2\Oc3ccc(C#Cc4ccc(O)cc4)cc3C2=O)cc(OC)c1	-1	·	·	-2	-2	-2	6
Cc1onc(-c2c(Cl)cccc2Cl)c1NC(=O)NN(C)c1ccc([N+](=O)[O-])cn1	-13	1	0.2	·	5	7	3
C[C@H]1CN([C@@H](C)CO)C(=O)CCCn2nncc2CO[C@@H]1CN(C)Cc1ccc(C(=O)Nc2ccccc2N)cc1	6	-6	-0.1	-2	4	7	5
CC(C)NC(=O)N(C)C[C@H]1Oc2ccc(NC(=O)Nc3ccc(C(F)(F)F)cc3)cc2CC(=O)N([C@@H](C)CO)C[C@@H]1C	1	2	0.0	-2	0	10	-14
Cc1c(N2CCCC2)cc2c(c1N)C(C)(C)CC2(C)C	-3	0	0.0	-3	2	-6	-21
COc1ccccc1CCN=C(N)NS(=O)(=O)c1ccc(F)cc1	0	55*	0.0	-2	-5	2	·
CC(=O)Nc1ccc(S(=O)(=O)N2CCC(Oc3ccc(-n4cnnn4)cc3)CC2)cc1	-1	2	-0.1	0	3	-1	0
Cc1ccccc1-c1cc(C(=O)Nc2sc(C(=O)OC(C)C)c(C)c2C#N)c2ccccc2n1	-5	·	-1.6	·	·	·	-229
Cc1ccc(NC(=O)c2sc(N)nc2C)cc1	8	6	0.5	-9	-1	-3	6
O=C(/C=C/c1cccc(Cl)c1)NCc1ccccc1	·	-3	·	-5	0	-4	·
COc1ccc(NC(=O)N(C)C[C@@H]2Oc3ccc(NC(=O)Nc4cccc5ccccc45)cc3CC(=O)N([C@@H](C)CO)C[C@@H]2C)cc1	11	6	-0.1	1	-4	-30	27
COc1ccc(S(=O)(=O)N2CCOC2CNC(=O)C(=O)NCCCN2CCOCC2)cc1OC (centres undefined)	-2	-6	-1.0	0	-1	0	·
Cc1ccc(NC(=O)N2CCCCC2)cc1[N+](=O)[O-]	5	-3	0.0	-2	2	0	-1

One compound at a time (already shown). Values in the order: PglD DTNB, DENV2 CPE, E-sel inducer, SIRT5 inh, ERp5 block, S100A4 inh HTS, Statin myotox sup
Profile of COc1cc(/C=C2\Oc3ccc(C#Cc4ccc(O)cc4)cc3C2=O)cc(OC)c1 = -1, ·, ·, -2, -2, -2, 6
Profile of CNC(=O)NC(=O)C(C)OC(=O)CCCc1nc2ccccc2s1 (centres undefined) = ·, ·, 1.1, 3, 4, 5, 4
Profile of COc1ccccc1CCN=C(N)NS(=O)(=O)c1ccc(F)cc1 = 0, 55*, 0.0, -2, -5, 2, ·
Profile of O=C(/C=C/c1cccc(Cl)c1)NCc1ccccc1 = ·, -3, ·, -5, 0, -4, ·
Profile of CC(=O)Nc1ccc(S(=O)(=O)N2CCC(Oc3ccc(-n4cnnn4)cc3)CC2)cc1 = -1, 2, -0.1, 0, 3, -1, 0

(listing goes on)
SMILES	PglD DTNB	DENV2 CPE	E-sel inducer	SIRT5 inh	ERp5 block	S100A4 inh HTS	Statin myotox sup
CC(NC(=O)CN1C(=O)NC2(CCCCC2)C1=O)c1ccc(S(N)(=O)=O)cc1 (centres undefined)	2	-2	0.2	-6	8	-2	0
Cc1ccc([C@H]2C[C@H](n3cc(-c4ccc(F)cc4)nn3)[C@@H](O)CN2C(=O)c2cccs2)cc1	-8	-5	-3.5	-2	-5	0	18
CS(=O)(=O)c1cccc(C(=O)Nc2cccc(-c3nc4ccccc4[nH]3)c2)c1	-1	11	·	-3	3	-5	-75
COCCNC(=O)CSc1c2c(nc3ccc(Cl)cc13)CCCC2	·	3	·	-6	-2	-3	·
COc1ccc(NC(=S)NC(=O)c2csnn2)cc1	·	3	·	-2	2	-3	·
Cc1ccc(O)c(C2=Nc3ccccc3C2(C)C)c1	-1	?	-0.1	-3	0	-9	-22
C[C@@H]1CN([C@H](C)CO)C(=O)c2cc(N(C)C)ccc2O[C@@H](C)CCCCO[C@@H]1CN(C)C(=O)Nc1ccc(F)cc1	0	-5	0.5	5	-6	8	-6
Cc1noc(C)c1NC(=O)Nc1ccc2c(c1)CC(=O)N([C@@H](C)CO)C[C@H](C)[C@@H](CN(C)C(=O)Nc1c(C)noc1C)O2	-3	-4	-0.1	-4	-2	-12	-30
C/C(=N\NC(N)=S)c1ccc2c(c1)OCCO2	·	-1	15	0	0	-1	·
CCCc1cc(=O)oc2cc(C)cc(OCC(=O)N3CCC(C(N)=O)CC3)c12	1	-12	·	-18	4	2	-6
O=C(NC1CCCC1)N[C@@H]1CC[C@H](CC(=O)N2CCOCC2)O[C@H]1CO	-1	7	0.8	25*	2	1	-1

Only part of the results is shown; count on the stated rates, not on these rows.
